From PubChem BioAssay
NRP1-CendR mod: NRP-1/CendR interaction modulation; O14786; FAM-RPARPAR peptide binding to NRP-1, fluorescence polarization; inhibition, % at 25 µM; 360,000 compounds, 0.85% hits; AID 602438;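 active = inhibition or corrected inhibition above about 18%, plus a signal ratio from 0.5 to 1.5, limit read from the data, passing the limit was not always enough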; note: strong numbers were not always called active
bovine MsrA act: bovine methionine sulfoxide reductase A activation; purified bovine MsrA, absorbance read-out; activation, % at 10.6 µM; 360,000 compounds, 0.3% hits; AID 602163; in the data active = activation above about 7.5%;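 note: 0% = vehicle and 100% = reference activator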
FAS-TE inh: FAS thioesterase (human) inhibition; recombinant FAS-TE, OMFH fluorogenic substrate, fluorescence endpoint; inhibition, % at 15 µM; 360,000 compounds, 0.67% hits;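 active = compounds whose normalised, plate-corrected inhibition of enzyme fluorescence in the single-dose primary screen is 50% or more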;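 note: 0% = DMSO with enzyme and 100% = substrate without enzyme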
SKN-1 inh: inhibitors of C. elegans SKN-1; inhibition, % at 21.8 µM; C. elegans VP596 Pgst-4::GFP/RFP ratio, acrylamide-induced, 24 h; 360,000 compounds, 0.49% hits;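 active = interference check ratio from 0.5 to 1.5 plus GFP to RFP signal ratio inhibition reaching or exceeding a fixed threshold, cut at about 30% in these data, passing the limit was not always enough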; note: some compounds called inactive have numbers as strong as hits
MT1-MMP act inh: MT1-MMP (human) activation inhibition. P50281. HT1080 RFP-PRO-GFP cells, GFP/RFP ratio fluorescence, overnight; percent of plate control window, DMSO zero. GFP/RFP ratio change, % at 20 µM. 360,000 compounds, 0.061% hits. AID 651647;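 active = GFP/RFP ratio change of at least 30% with cell ATP level not reduced by more than half and red fluorescence within 50% of control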; note: strong numbers were not always called active
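Assay system: HT1080 RFP-PRO-GFP cells | Dosing: 20 µM single dose, 1% DMSO | Incubation: Cells overnight before dosing, compound overnight, 37 °C, 5% CO2 | Evaluation: GFP/RFP fluorescence ratio | Control set: DMSO-only wells and HT1080 RFP-L50D-GFP cell wells as references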
Neddyl block: blocks human cullin neddylation; P61081+Q13564; TR-FRET cullin neddylation, biochemical; calls only at 25 µM; 360,000 compounds, 0.58% hits; in the data active = inhibition above about 36%
Rin1-Abl PPI inh: blocks binding of human Rin1 to Abl; inhibition, % at 7.35 µM; P00519+Q13671; TR-FRET Rin1/Abl binding, biochemical; 360,000 compounds, 0.4% hits; in the data active = inhibition above about 5%, passing the limit was not always enough
E coli Lon inh: E. coli protease La inhibition | P0A9M0 | purified E. coli Lon protease, fluorescence polarization | inhibition, % at 7.94 µM | 360,000 compounds, 0.42% hits | AID 602123; in the data active = inhibition above about 13%, passing the limit was not always enough;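 note: 0% = enzyme with probe and DMSO and 100% = no enzyme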
MsrA inh: inhibitors of bovine MsrA. purified bovine MsrA, absorbance read-out. inhibition, % at 15.5 µM. 360,000 compounds, 0.75% hits. AID 651718; in the data active = inhibition above about 4.5%;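 note: 0% = vehicle wells with enzyme and 100% = reference inhibitor wells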
Active calls of the source: *.

Screening O=C(CSc1ccc(-c2nc3ccccc3[nH]2)cn1)N1CCN(C(=O)c2ccco2)CC1 returned NRP1-CendR mod 1.5, bovine MsrA act -5.5, FAS-TE inh -3.8, SKN-1 inh 4.4, MT1-MMP act inh 8.0, Neddyl block inactive, Rin1-Abl PPI inh -1.0, E coli Lon inh 3.2 and MsrA inh 5.1*.
`O=S(=O)(NCC1CCCO1)c1cnc(Cl)c(Cl)c1` (centres undefined) gave NRP1-CendR mod 6.2, bovine MsrA act -6.1, FAS-TE inh -6.8, SKN-1 inh -10.4, MT1-MMP act inh -2.8, Neddyl block inactive, Rin1-Abl PPI inh 1.0, E coli Lon inh -0.7 and MsrA inh 0.3.
Cn1c(-c2ccccc2)cc2onc(-c3ccccc3)c2c1=O was read as NRP1-CendR mod -11.8, bovine MsrA act -13.9, FAS-TE inh 8.7, SKN-1 inh 8.4, Neddyl block inactive, Rin1-Abl PPI inh 6.1, E coli Lon inh 1.5 and MsrA inh 0.4.
`O=C(CSc1ccccc1[N+](=O)[O-])NC1CCS(=O)(=O)C1` (centres undefined) gave NRP1-CendR mod -0.1, bovine MsrA act -7.1, FAS-TE inh -7.9, SKN-1 inh -20.2, MT1-MMP act inh 2.7, Neddyl block inactive, Rin1-Abl PPI inh -2.2, E coli Lon inh 2.0 and MsrA inh 1.3.
For CCOC(=O)C(c1ccccc1)C(Nc1ccc(F)cc1)c1ccccn1 (centres undefined) the results were NRP1-CendR mod -0.6, bovine MsrA act -3.4, FAS-TE inh 10.4, SKN-1 inh 8.8, MT1-MMP act inh -7.9, Neddyl block inactive, Rin1-Abl PPI inh 1.1, E coli Lon inh 4.0 and MsrA inh -1.1.
`Cc1cc(NC(=O)c2c(-c3c(F)cccc3Cl)noc2C)no1` gave NRP1-CendR mod -6.9, bovine MsrA act -2.6, FAS-TE inh -6.0, SKN-1 inh 6.3, MT1-MMP act inh -1.3, Neddyl block inactive, Rin1-Abl PPI inh -1.3, E coli Lon inh -3.1 and MsrA inh -0.4.
`COc1ccc(C(=O)NC2CCN(C(=S)Nc3cccc(C)c3C)CC2)cc1` gave NRP1-CendR mod 7.8, bovine MsrA act 0.8, FAS-TE inh -10.6, SKN-1 inh 1.8, MT1-MMP act inh 1.9, Neddyl block inactive, Rin1-Abl PPI inh -3.6, E coli Lon inh -4.7 and MsrA inh -0.2.
For COC(=O)Cc1nnc(NC(=O)C(C)C)s1 the results were NRP1-CendR mod -6.3, bovine MsrA act -2.2, FAS-TE inh -8.6, SKN-1 inh 9.4, MT1-MMP act inh 0.4, Neddyl block inactive, Rin1-Abl PPI inh -2.6, E coli Lon inh -0.9 and MsrA inh -0.5.
For COc1ccc(NC(=O)/C(=C/c2cccnc2)NC(=O)c2cccs2)cc1 the results were NRP1-CendR mod 4.0, bovine MsrA act -4.0, FAS-TE inh -12.1, SKN-1 inh 0.6, MT1-MMP act inh 3.3, Neddyl block inactive, Rin1-Abl PPI inh -2.6, E coli Lon inh -6.4 and MsrA inh 0.4.
`CN(C)CCN(C(=O)C1CCCCC1)c1nc2cc3c(cc2s1)OCO3` gave NRP1-CendR mod -6.7, bovine MsrA act -2.0, FAS-TE inh 4.7, SKN-1 inh 5.9, MT1-MMP act inh 0.0, Neddyl block inactive, Rin1-Abl PPI inh -5.3, E coli Lon inh 0.2 and MsrA inh 0.6.
`Cc1ccc(CN(CC2CCCO2)C(=O)CN2C(=O)C(C(C)C)Oc3ccccc32)o1` (centres undefined) gave NRP1-CendR mod 8.7, bovine MsrA act -2.7, FAS-TE inh 7.5, SKN-1 inh 13.9, MT1-MMP act inh -1.3, Neddyl block inactive, Rin1-Abl PPI inh -2.4, E coli Lon inh 2.5 and MsrA inh 0.5.
For O=C(NC1CC1)c1cccc(NC(=O)C2CCCC2)c1 the results were NRP1-CendR mod -7.0, bovine MsrA act 0.6, FAS-TE inh -7.4, SKN-1 inh 3.0, MT1-MMP act inh 2.8, Neddyl block inactive, Rin1-Abl PPI inh -2.6, E coli Lon inh -7.8 and MsrA inh -0.6.
For O=C(N/N=C/C=C/c1ccco1)/C(=C/c1ccccc1)NC(=O)c1ccccc1 the results were NRP1-CendR mod -23.0, bovine MsrA act -0.2, FAS-TE inh -1.2, SKN-1 inh -1.1, MT1-MMP act inh -2.7, Neddyl block inactive, Rin1-Abl PPI inh 2.1, E coli Lon inh -16.1 and MsrA inh 1.5.
For Cc1c(Cc2ccccc2)sc(NC(=O)C(C)(C)C)c1C(N)=O the results were NRP1-CendR mod -14.1, bovine MsrA act -5.3, FAS-TE inh -7.9, SKN-1 inh 2.0, MT1-MMP act inh -6.9, Neddyl block inactive, Rin1-Abl PPI inh -3.2, E coli Lon inh -5.8 and MsrA inh 0.1.
For Cc1nnc(NC(=O)CSc2nc(CC(C)C)nc3c2c(=O)n(C)c(=O)n3C)s1 the results were NRP1-CendR mod -5.3, bovine MsrA act -2.0, FAS-TE inh -5.9, SKN-1 inh 7.4, MT1-MMP act inh -1.3, Neddyl block inactive, Rin1-Abl PPI inh 4.1, E coli Lon inh 3.1 and MsrA inh -0.5.
Screening CCOC(=O)c1nn(-c2ccc(C)cc2)c(=O)cc1OCC(=O)Nc1cccc(OC)c1 returned NRP1-CendR mod -15.8, bovine MsrA act -3.0, FAS-TE inh 1.2, SKN-1 inh 30.1, MT1-MMP act inh 0.3, Neddyl block inactive, Rin1-Abl PPI inh -2.9, E coli Lon inh -3.3 and MsrA inh -0.5.
For CN(CC(=O)Nc1ccc(OC(F)(F)F)cc1)C(=O)Cc1cccs1 the results were NRP1-CendR mod 7.2, bovine MsrA act 0.6, FAS-TE inh -1.2, SKN-1 inh 1.6, MT1-MMP act inh 5.4, Neddyl block inactive, Rin1-Abl PPI inh 2.2, E coli Lon inh -9.6 and MsrA inh 2.4.
For Cc1cccc(-c2noc(CN(C)C(=O)COc3ccccc3)n2)c1 the results were NRP1-CendR mod 5.3, bovine MsrA act -0.3, FAS-TE inh 6.9, SKN-1 inh 6.4, MT1-MMP act inh -1.3, Neddyl block inactive, Rin1-Abl PPI inh 1.6, E coli Lon inh -5.0 and MsrA inh 0.1.
Screening O=c1[nH]c2ccccc2cc1-c1nnn(-c2ccc(F)cc2)n1 returned NRP1-CendR mod 3.8, bovine MsrA act -5.4, FAS-TE inh -17.1, SKN-1 inh -10.4, MT1-MMP act inh -0.3, Neddyl block inactive, Rin1-Abl PPI inh 1.2, E coli Lon inh -7.5 and MsrA inh 0.0.
`C[C@@H]1CN([C@@H](C)CO)S(=O)(=O)c2ccc(Br)cc2O[C@H]1CN(C)C(=O)Cc1cccnc1` gave NRP1-CendR mod 3.4, bovine MsrA act -1.9, FAS-TE inh -10.1, SKN-1 inh -7.1, MT1-MMP act inh 2.0, Neddyl block inactive, Rin1-Abl PPI inh 1.1, E coli Lon inh -4.8 and MsrA inh -1.2.
CSCCC(NC(=O)c1ccccc1Cl)C(=O)N1CCN(C(c2ccccc2)c2ccccc2)CC1 (centres undefined) was read as NRP1-CendR mod 5.9, bovine MsrA act 0.4, FAS-TE inh 17.2, SKN-1 inh 10.3, MT1-MMP act inh -15.7, Neddyl block inactive, Rin1-Abl PPI inh 1.3, E coli Lon inh 3.9 and MsrA inh 1.5.
Screening CN(C)c1ccc(-c2cc([C@H]3[C@@H]4C=CCC[C@@]4(C)C(=O)N3Cc3ccccc3)ccc2F)cc1 returned NRP1-CendR mod -5.1, bovine MsrA act -2.7, FAS-TE inh 27.6, SKN-1 inh 13.0, MT1-MMP act inh -5.5, Neddyl block inactive, Rin1-Abl PPI inh 0.2, E coli Lon inh 2.3 and MsrA inh 0.3.
O=C(N/N=C/C=C\c1ccccc1[N+](=O)[O-])c1cc(-c2ccc3ccccc3c2)n[nH]1 was read as NRP1-CendR mod 1.8, bovine MsrA act -2.6, FAS-TE inh 13.1, SKN-1 inh -9.5, MT1-MMP act inh 1.6, Neddyl block inactive, Rin1-Abl PPI inh 2.9, E coli Lon inh -6.2 and MsrA inh 1.7.
CN(C)c1ccc(CNC(=O)C2Cc3c(-c4cccc(C(N)=O)c4)ccnc3O2)cc1 (centres undefined) was read as NRP1-CendR mod 17.4, bovine MsrA act -1.5, FAS-TE inh -8.9, SKN-1 inh -10.4, MT1-MMP act inh 0.5, Neddyl block inactive, Rin1-Abl PPI inh 7.0*, E coli Lon inh 2.7 and MsrA inh 0.4.
For O=[N+]([O-])c1ccc(SCc2ccco2)cc1N1CCOCC1 the results were NRP1-CendR mod 4.2, bovine MsrA act -4.5, FAS-TE inh 14.4, SKN-1 inh 1.0, MT1-MMP act inh 0.4, Neddyl block inactive, Rin1-Abl PPI inh 0.2, E coli Lon inh 6.3 and MsrA inh 0.1.
For Oc1ccc(C[C@H]2CNCCN2CC2(c3ccccc3)CC2)cc1 the results were NRP1-CendR mod -8.7, bovine MsrA act -11.3, FAS-TE inh -9.4, SKN-1 inh 2.8, MT1-MMP act inh -9.3, Neddyl block inactive, Rin1-Abl PPI inh 0.2, E coli Lon inh -4.6 and MsrA inh -1.1.
`Cc1cc(C(=O)Nc2ncn[nH]2)ccc1[N+](=O)[O-]` gave NRP1-CendR mod 12.3, bovine MsrA act -0.2, FAS-TE inh -11.2, SKN-1 inh 17.9, MT1-MMP act inh 4.8, Neddyl block inactive, Rin1-Abl PPI inh 1.8, E coli Lon inh -0.9 and MsrA inh 0.0.
`Cc1cc2c3c(ccc(C)c3n1)N=CN2c1ccccc1` gave NRP1-CendR mod 6.8, bovine MsrA act -2.8, FAS-TE inh -9.6, SKN-1 inh -13.6, MT1-MMP act inh -2.7, Rin1-Abl PPI inh -2.4, E coli Lon inh -8.0 and MsrA inh 0.6.
COCCN(CCOC)S(=O)(=O)c1ccc(C(=O)Nc2nc3c(s2)CCc2ccccc2-3)cc1 was read as NRP1-CendR mod -3.5, bovine MsrA act -1.5, FAS-TE inh 1.1, SKN-1 inh 4.6, MT1-MMP act inh 7.7, Rin1-Abl PPI inh -1.3, E coli Lon inh -2.2 and MsrA inh -0.4.
`COc1ccc(C(=O)c2c[nH]c(C(=O)NCCCN3CCOCC3)c2)cc1` gave NRP1-CendR mod -4.4, bovine MsrA act -2.6, FAS-TE inh -3.3, SKN-1 inh -6.1, MT1-MMP act inh -1.3, Neddyl block inactive, Rin1-Abl PPI inh 3.6, E coli Lon inh -1.5 and MsrA inh 2.3.
O=C(CN(Cc1ccccc1F)C(=O)Cn1nnc(-c2cccs2)n1)NC1CCCCC1 was read as NRP1-CendR mod 1.1, bovine MsrA act -0.3, FAS-TE inh 10.5, SKN-1 inh 13.4, MT1-MMP act inh 11.0, Neddyl block inactive, Rin1-Abl PPI inh 0.5, E coli Lon inh 2.2 and MsrA inh 0.4.
`CCC(C)Nc1nc(Cl)nc(N(C#N)CN2C(=O)c3ccccc3S2(=O)=O)n1` (centres undefined) gave NRP1-CendR mod -5.1, bovine MsrA act 0.1, FAS-TE inh 4.7, SKN-1 inh -3.0, MT1-MMP act inh -0.5, Neddyl block inactive, Rin1-Abl PPI inh -4.8, E coli Lon inh -1.1 and MsrA inh 0.1.
For Cc1nc(CSc2ccc(Cl)cc2)cc(N2CCOCC2)n1 the results were NRP1-CendR mod 15.8, bovine MsrA act -10.9, FAS-TE inh 1.3, SKN-1 inh 0.4, MT1-MMP act inh 7.0, Neddyl block inactive, Rin1-Abl PPI inh -3.2, E coli Lon inh -10.8 and MsrA inh -0.4.
Screening O=C(Nc1cccc2c1CCCC2)C1CCN(C(=O)NC2CCCCC2)CC1 returned NRP1-CendR mod 11.8, bovine MsrA act -2.1, FAS-TE inh -2.1, SKN-1 inh 6.1, MT1-MMP act inh 4.6, Neddyl block inactive, Rin1-Abl PPI inh -1.7, E coli Lon inh -6.6 and MsrA inh 0.2.
